STAT3 inh: reduces IL-6 driven STAT3 reporter signal. U3A cells, IL-6 STAT3-luciferase reporter, luminescence; host cell line lacks STAT1. inhibition, % at 5.5 µM. 190,000 compounds, 0.89% hits. AID 862;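 active = inhibition above the mean inhibition across all screened compounds plus 3 SD, cut at about 44% in these data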;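 note: 0% = DMSO only wells and 100% = 100 µM nifuroxazide control wells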
RAM network inh: blocks the yeast RAM network; S. cerevisiae dse1pr::URA3 reporter, 5-FOA growth OD615, 2 d; analog-sensitive cbk1-as2 kinase mutant strain; inhibition, % at 50 µM; 190,000 compounds, 1.8% hits; AID 868;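 active = inhibition above a set limit, 3 SD over mean compound inhibition, cut at about 8.4% in these data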;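 note: 0% = DMSO-only wells with no growth and 100% = 10 µM 1-NA-PP1 full growth; inhibition rescues growth on 5-FOA so higher OD means more RAM inhibition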
STAT1 inh: STAT1 signaling inhibition; inhibition, % at 5.5 µM; AID 920; 200,000 compounds, 0.35% hits; NIH 3T3 STAT1-luciferase reporter, IFN-gamma, luminescence;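 active = inhibition above a set limit, the mean inhibition across all tested compounds plus 3 SD, cut at about 34% in these data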;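 note: 0% = IFN-gamma with DMSO and 100% = IFN-gamma with 300 µM nifuroxazide; values of inactives mirror those of a sister screen read the other way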
STAT3 activator: STAT3 signaling activation; 190,000 compounds, 0.91% hits; activation (% of control), % at 5.6 µM; U3A cells, IL-6 STAT3-luciferase reporter, luminescence; 100% = signal with IL-6 EC80 alone;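 active = activation above the screen-wide mean of compound activation plus 3 SD, cut at about 130% in these data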;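 note: 0% = background luminescence of wells with medium and substrate only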
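Test system: STAT3-luciferase reporter U3A cells; Detection: reporter luminescence signal; Times: 1 h compound pre-exposure, 6 h IL-6 stimulation, 37 °C; Benchmarks: IL-6-only high control; Also added: IL-6 stimulus at 33 ng/mL final.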
PPARg SRC-2 ag: PPARgamma-driven SRC-2 recruitment agonism | 200,000 compounds, 0.34% hits | activation, % at 8 µM | PPARgamma LBD-SRC-2 recruitment, biochemical; in the data active = activation above about 22%;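 note: 0% = vehicle and 100% = reference agonist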
Target sequence (P37231 whole entry, looked up, the tested form may be a part): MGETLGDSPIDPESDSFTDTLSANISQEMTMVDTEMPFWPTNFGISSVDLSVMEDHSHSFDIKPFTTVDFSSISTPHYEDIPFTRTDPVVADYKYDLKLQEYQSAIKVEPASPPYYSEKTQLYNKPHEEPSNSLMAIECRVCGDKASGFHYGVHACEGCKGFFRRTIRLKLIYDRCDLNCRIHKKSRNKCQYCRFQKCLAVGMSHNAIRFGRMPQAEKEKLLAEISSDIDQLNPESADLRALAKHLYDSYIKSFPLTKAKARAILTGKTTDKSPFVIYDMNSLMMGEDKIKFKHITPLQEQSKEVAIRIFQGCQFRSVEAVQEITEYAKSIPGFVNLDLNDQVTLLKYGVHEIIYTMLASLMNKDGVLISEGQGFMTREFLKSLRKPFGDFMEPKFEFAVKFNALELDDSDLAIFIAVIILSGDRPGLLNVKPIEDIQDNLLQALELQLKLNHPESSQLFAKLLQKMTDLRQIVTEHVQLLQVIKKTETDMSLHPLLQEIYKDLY
PPARg SRC-1 ag: PPARgamma-driven SRC-1 recruitment agonism. P37231. PPARgamma-SRC-1 coactivator recruitment biochemical assay. activation, % at 8 µM. 200,000 compounds, 0.41% hits; in the data active = activation above about 19%;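 note: 0% = DMSO and 100% = reference agonist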
ROMK mod: modulators of human ROMK potassium channel. Tet-inducible ROMK, thallium flux fluorescence; actives lie on both sides. B-score at 10 µM. AID 1918. 130,000 compounds, 2% hits;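 active = signal ratio slope over the read window, or its plate-corrected B-score, at least 3 SD from the plate mean, either direction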;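 note: B-score of the F/F0 ratio slope over 7 to 12 s after thallium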
Target sequence (P48048 whole entry, looked up): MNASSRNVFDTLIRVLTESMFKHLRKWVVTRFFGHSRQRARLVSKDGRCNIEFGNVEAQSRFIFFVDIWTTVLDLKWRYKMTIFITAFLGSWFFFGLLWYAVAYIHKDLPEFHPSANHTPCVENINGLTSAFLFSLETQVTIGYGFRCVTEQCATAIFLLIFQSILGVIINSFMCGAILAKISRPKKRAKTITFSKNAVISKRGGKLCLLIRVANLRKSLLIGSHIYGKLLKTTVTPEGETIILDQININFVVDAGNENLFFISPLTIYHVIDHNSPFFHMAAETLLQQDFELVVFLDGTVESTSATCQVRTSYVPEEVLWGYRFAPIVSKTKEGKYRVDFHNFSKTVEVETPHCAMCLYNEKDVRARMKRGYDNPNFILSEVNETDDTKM
PPARg SRC3 recr: promotes SRC-3 coactivator recruitment by human PPARgamma; AID 731; biochemical PPARgamma/SRC-3 coactivator recruitment assay; P37231; 200,000 compounds, 0.26% hits; activation, % at 8 µM; in the data active = activation above about 23%;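 note: 0% = DMSO and 100% = reference agonist; some compounds past the cut are filed as inactive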
SRC2 TRFRET art: TR-FRET artefact, counter-screen to PPARgamma/SRC-2 agonist assay. stronger effect = higher value. TR-FRET ratio at 8 µM. 200,000 compounds, 0.4% hits; in the data active = TR-FRET ratio above about 2000; note: inactives centre near 1500
TLR4-MyD88 BLA: blocks binding of human TLR4 to MyD88; HeLa CL3-4 TLR4/MyD88 BLA complementation, FRET ratio; inhibition, % at 8.4 µM; 200,000 compounds, 0.18% hits; in the data active = inhibition above about 25%;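 note: 0% = vehicle and 100% = reference inhibitor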
S1P3 antagonist: antagonists of human S1P3 receptor | inhibition, % at 4.98 µM | Q99500 | 170,000 compounds, 0.27% hits | CHO S1P3 NFAT-BLA reporter, FRET fluorescence, antagonist mode;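 active = inhibition above the plate cutoff, the mean inhibition of test wells on that plate plus 3 SD, cut at about 28% in these data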;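 note: cells challenged with S1P at its EC80 of 0.8 µM; blue over green emission ratio from cleaved BLA substrate after 4 h stimulation; 0% = S1P-stimulated wells and 100% = unstimulated DMSO-only wells; some compounds past the cut are filed as inactive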
Active calls of the source: *; x = no result given.

SMILES | STAT3 inh | RAM network inh | STAT1 inh | STAT3 activator | PPARg SRC-2 ag | PPARg SRC-1 ag | ROMK mod | PPARg SRC3 recr | SRC2 TRFRET art | TLR4-MyD88 BLA | S1P3 antagonist
Cc1c(Cl)cccc1NC(=O)C1CCCCC1 | 6.8 | 1.6 | 1.4 | 98.7 | -1.1 | 2.5 | 0.0101 | -0.7 | 1603 | 6.2 | 5.5
O=C(COC(=O)c1cccc2ccccc12)NCCCc1ccccc1 | -10.0 | 10.7* | 9.1 | 106.8 | 0.9 | -2.0 | -0.0246 | -4.8 | 1479 | 7.4 | -2.0
COc1ccc(C(F)(F)F)cc1NC(=O)c1nc2nc(C)cc(C(F)F)n2n1 | -2.1 | 3.2 | 3.3 | 102.9 | 0.5 | 2.9 | 1.25 | -7.1 | 1550 | -4.0 | 5.9
CCOC(=O)c1ccc(-c2n[nH]c(=O)c3ccccc23)cc1 | 19.5 | -0.3 | -1.9 | 86.4 | -11.7 | 1.2 | x | -8.8 | 1508 | -4.7 | -47.9
COc1ccc(/C=N/NC(=O)C2COc3ccccc3O2)cc1OC (stereo not drawn) | -1.9 | 0.6 | -3.1 | 106.8 | -8.0 | -0.3 | 1.18 | -0.8 | 1427 | 6.6 | -0.5
Cc1c(C(=O)N2CCN(c3ccccn3)CC2)oc2ccccc12 | -11.0 | 1.4 | 2.4 | 112.9 | -4.5 | -1.0 | x | 6.4 | 1467 | -0.4 | -32.5
COc1ccc(CCN(C)C(=O)/C=C/c2c(Cl)nc3ccccn23)cc1OC | -7.2 | -1.3 | -11.1 | 105.6 | -2.9 | -8.2 | 0.0368 | -4.8 | 1287 | -10.8 | -3.9
COC(=O)CSc1ccc2nnc(-c3ccc(F)cc3)n2n1 | 1.7 | 2.4 | -5.8 | 101.0 | 13.4 | 12.1 | -0.213 | -1.3 | 1669 | -3.0 | -9.3
Fc1ccc(C(c2nnnn2CCc2ccccc2)N2CCCc3ccccc32)cc1 (stereo not drawn) | -15.4 | 6.2 | 1.6 | 112.9 | 1.2 | -0.5 | -0.245 | 1.1 | 1446 | -7.0 | x
COc1ccccc1N1C(=O)CC(Nc2ccc(N3CCOCC3)cc2)C1=O (stereo not drawn) | 2.4 | 3.0 | 5.4 | 99.8 | 2.6 | 0.3 | 0.445 | 6.6 | 1532 | -5.8 | 6.5
CCn1c(COc2ccccc2C)nnc1SCC(=O)NC1CCCC1 | -1.2 | 0.4 | -0.8 | 101.6 | 0.1 | 7.3 | x | 6.6 | 1611 | -4.9 | -24.9
COc1ccc(C2N(S(=O)(=O)c3ccc(C)cc3)CCN2S(=O)(=O)c2ccc(C)cc2)cc1 | 11.5 | 4.3 | -4.4 | 95.0 | -6.6 | -0.5 | 1.23 | -7.2 | 1405 | 5.2 | x
O=C(NN1CCOCC1)c1sc2cccc(F)c2c1Cl | 3.5 | 2.6 | 1.7 | 101.0 | -2.1 | -2.5 | -0.0273 | 4.8 | 1700 | -7.4 | -22.9
COc1ccc2c(-c3ccccc3)cc(SCC(=O)NC3CCS(=O)(=O)C3)nc2c1 (stereo not drawn) | 15.5 | -0.1 | 6.0 | 88.9 | -5.0 | -9.4 | x | 2.0 | 1522 | 3.4 | 7.5
Cc1ccc(-n2c(N)c(C(=O)N3CCOCC3)sc2=S)c(C)c1 | 8.3 | 0.7 | 2.5 | 99.4 | -6.0 | -0.1 | 0.266 | -2.8 | 1668 | -11.4 | -8.0
O=C(c1cccc(F)c1)N1CCC(N2CCOCC2)CC1 | -6.2 | 0.5 | 2.3 | 110.8 | -0.6 | -2.5 | 0.222 | -6.8 | 1423 | 1.8 | x
O=C1CN(S(=O)(=O)c2ccccc2C(F)(F)F)CCN1 | -1.2 | 5.2 | -4.8 | 101.5 | -4.2 | 0.9 | -0.0726 | -0.1 | 1571 | 1.0 | -4.4
COc1ccc(N)c2c1OCCC2=O | -13.7 | 2.9 | 15.7 | 108.9 | 1.4 | 19.2 | -0.0154 | 6.6 | 1646 | -17.6 | -2.7
CCOC(=O)c1ccc(NC(=O)CSc2nnc(CNC(=O)c3c(F)cccc3Cl)o2)cc1 | -6.6 | 6.0 | 5.6 | 105.6 | 0.8 | -0.3 | -0.172 | 0.0 | 1740 | 2.6 | x
COc1ccccc1N1CCN(S(=O)(=O)c2ccc(Br)s2)CC1 | 5.1 | 1.8 | 7.3 | 98.6 | 6.3 | -0.9 | x | -1.8 | 1734 | -11.2 | x
Cc1cc(C)c(C)c(/C=C(/C#N)C(N)=S)c1C | 12.4 | 1.2 | 1.2 | 94.7 | -3.3 | -2.9 | x | -1.3 | 1536 | 5.6 | x
Cc1ccc(-n2cc3ccc([N+](=O)[O-])cc3n2)cc1 | 38.8 | 0.6 | -24.6 | 69.9 | 11.5 | -2.6 | -0.0605 | 4.3 | 1589 | -0.9 | x
N#CCCn1c(SCC(=O)NCC2CCCO2)nc2ccccc21 (stereo not drawn) | -3.8 | 1.3 | -4.6 | 107.3 | 1.1 | -2.2 | -0.0635 | -0.9 | 1632 | 2.3 | -16.0
Cc1nnc(SCC(=O)N2CCCc3ccccc32)[nH]c1=O | -3.4 | 0.5 | 0.5 | 104.1 | 3.4 | 2.9 | x | 4.0 | 1621 | -15.1 | x
CCN1C(=O)/C(=C\c2ccc3c(c2)OCO3)C(C(=O)OC)=C1C | 26.0 | 1.0 | 2.1 | 82.2 | 7.1 | 3.1 | -1.02 | 10.9 | 1586 | -1.0 | x
N#Cc1ccc(CSc2nnc(-c3ccncc3)n2CCc2ccccc2)cc1 | 12.0 | 0.6 | 6.2 | 91.6 | 8.1 | 8.3 | 0.163 | -1.1 | 1802 | 6.0 | -17.6
CCC(=O)Nc1sc(C(=O)Nc2ccccc2OC)c(C)c1C(=O)OC | -2.1 | 2.6 | 4.1 | 103.8 | -0.9 | 1.8 | -0.0192 | 7.2 | 1655 | 2.2 | -11.3
Cc1ccc(S(=O)(=O)N2CCN(C(=O)CN3CCN(C)CC3)C2)cc1 | -7.1 | 1.9 | 6.6 | 108.6 | -11.7 | -0.7 | 0.691 | -8.8 | 1681 | 0.9 | -3.7
Cc1cc(NC(=O)NC(=O)c2cccc(OC(F)(F)C(F)F)c2)n[nH]1 | -23.3 | 2.7 | -35.2 | 121.5 | -0.4 | 1.7 | x | 13.8 | 1532 | 2.1 | -4.7
CC(=O)Nc1ccccc1C(=O)C(=O)NCCc1ccccc1 | 5.2 | -0.9 | -11.2 | 97.4 | -0.5 | -2.9 | 0.116 | -0.3 | 1555 | -12.0 | -3.9

Overlap with the part before: 2 compounds, then new ones.
SMILES | STAT3 inh | RAM network inh | STAT1 inh | STAT3 activator | PPARg SRC-2 ag | PPARg SRC-1 ag | ROMK mod | PPARg SRC3 recr | SRC2 TRFRET art | TLR4-MyD88 BLA | S1P3 antagonist
Cc1cc(NC(=O)NC(=O)c2cccc(OC(F)(F)C(F)F)c2)n[nH]1 | -23.3 | 2.7 | -35.2 | 121.5 | -0.4 | 1.7 | x | 13.8 | 1532 | 2.1 | -4.7
CC(=O)Nc1ccccc1C(=O)C(=O)NCCc1ccccc1 | 5.2 | -0.9 | -11.2 | 97.4 | -0.5 | -2.9 | 0.116 | -0.3 | 1555 | -12.0 | -3.9
CC(C)(C)NS(=O)(=O)c1ccc(NS(=O)(=O)Cc2ccccc2)cc1 | 3.1 | -0.3 | 5.6 | 98.4 | 5.7 | 0.4 | x | -0.3 | 1421 | 8.0 | x
CC(C)(C)NC(=O)C(=O)NCCC1=CCCCC1 | -8.1 | 2.6 | -10.1 | 110.6 | -6.9 | 2.5 | 0.328 | 0.9 | 1576 | -1.7 | -1.4
Cc1cccc(NC(=O)CC2NCCNC2=O)c1 (stereo not drawn) | -0.8 | 1.5 | -4.8 | 100.6 | 1.5 | 0.5 | 0.423 | -1.7 | 1664 | 1.4 | x
CCOC(=O)c1cccc(NC(=O)C2CCCO2)c1 (stereo not drawn) | 7.4 | 1.8 | 5.0 | 96.9 | 7.4 | 3.5 | 0.627 | -5.0 | 1576 | 6.3 | -16.6
COc1ccc(NS(=O)(=O)c2ccc(NC(=S)NC(=O)/C=C/c3ccccc3)cc2)nn1 | 1.9 | 3.6 | 5.3 | 101.0 | 2.2 | 6.8 | x | 7.3 | 1642 | -8.7 | -7.2
CC(C)(C)NC(=O)C1CCN(c2ccc(S(=O)(=O)N3CCOCC3)cc2Cl)CC1 | 1.5 | 2.7 | -10.1 | 100.8 | -3.2 | 4.7 | 1.06 | 1.8 | 1292 | -0.9 | -17.4
CC(C)OC(=O)c1cn(-c2ccccc2)nc1-c1ccc2c(c1)OCCO2 | 6.1 | 11.1* | 12.0 | 95.8 | 4.3 | 5.8 | 0.772 | 8.7 | 1532 | -4.4 | x
CC(C)C(=O)Nc1nc2c(c(=O)[nH]1)CCCC2 | 11.8 | 2.0 | 4.3 | 96.9 | 3.1 | -0.1 | 0.161 | -0.3 | 1524 | 8.4 | -6.3
Cc1nc2c(C(=O)N3CCN(c4ccccn4)CC3)cnn2c(C)c1Cc1cccc(Cl)c1 | 4.5 | 2.3 | -0.4 | 98.4 | -3.2 | 6.9 | -2.43 | 3.7 | 1458 | -2.1 | -6.9
COCC(=O)N1CCCC(CNS(=O)(=O)c2ccc(OC)cc2)C1 (stereo not drawn) | 5.0 | 0.7 | 0.5 | 100.3 | 4.9 | 3.6 | -0.3 | -0.9 | 1839 | -32.7 | -5.5
CC(=O)NC1=NN(C(C)=O)C(C)(CS(=O)(=O)c2ccc(C)c(C)c2)S1 (stereo not drawn) | 0.6 | 1.1 | -8.8 | 105.6 | 14.0 | 2.2 | 1 | -3.2 | 1590 | 1.9 | x
CCOC(=O)N1CCN(S(=O)(=O)c2ccc(C(=O)Nc3nc4ccccc4s3)cc2)CC1 | 12.8 | 3.7 | 1.6 | 91.1 | 8.2 | 9.5 | x | -2.2 | 1587 | -2.0 | -12.8
Fc1cccc(CN2CCCCCCC2)c1 | 9.4 | -1.0 | -5.4 | 97.3 | 4.7 | 4.3 | 0.0151 | 0.0 | 1566 | 13.4 | -12.1
CC(=O)c1cnc2c(-c3ccccc3)c(C(F)(F)F)nn2c1C | -7.3 | 4.3 | -12.0 | 108.3 | -5.5 | -0.5 | 0.23 | -3.7 | 1684 | -4.6 | -17.7
COC(=O)[C@H](C)NC(=O)Nc1ccc(OC)c(OC)c1 | 6.8 | 0.6 | -5.4 | 99.4 | 3.3 | 1.4 | x | -0.1 | 1484 | 3.2 | -16.8
COc1ccc(CCn2c(N)cc(=O)[nH]c2=S)cc1OC | -2.5 | 1.0 | 8.9 | 107.6 | -1.0 | 8.3 | x | -8.3 | 1532 | 3.2 | -3.1
O=C(Cc1c(Cl)cccc1Cl)OCC(=O)N1CCc2ccccc2C1 | 23.3 | 2.6 | 2.3 | 79.3 | 7.5 | 2.1 | 0.0931 | 5.8 | 1469 | 6.7 | 10.9
Cc1cccc(C)c1NC(=S)N(CCCN1CCOCC1)Cc1cccnc1 | 10.5 | 0.6 | -6.7 | 101.1 | -2.6 | -4.6 | -0.255 | -2.5 | 1480 | 15.1 | -7.7

Screening results as filed in PubChem BioAssay.
